Assay outcomes as filed in PubChem BioAssay.
STAT3 blocker – IL-6 driven STAT3 reporter inhibitors, primary screen, U3A cells, luciferase, luminescence, MLSCN library. IL-6 STAT3-luciferase reporter; host cell line lacks STAT1. inhibition, % at 5.5 µM. actives 0.89% (n = 190,000). AID 862, 2007;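 active = inhibition above the mean inhibition across all screened compounds plus 3 SD, cut at about 44% in these data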;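 note: 0% = DMSO only wells and 100% = 100 µM nifuroxazide control wells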
PPARg SRC2 recr – agonists of PPARg-SRC-2 recruitment, primary screen, biochemical, HTS. activation, % at 8 µM. PPARgamma LBD-SRC-2 recruitment. actives 0.34% (n = 200,000). Peroxisome proliferator-activated receptor gamma (Homo sapiens), P37231; in the data active = activation above about 22%;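 note: 0% = vehicle and 100% = reference agonist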
Target sequence (P37231 whole entry, looked up, the tested form may be a part): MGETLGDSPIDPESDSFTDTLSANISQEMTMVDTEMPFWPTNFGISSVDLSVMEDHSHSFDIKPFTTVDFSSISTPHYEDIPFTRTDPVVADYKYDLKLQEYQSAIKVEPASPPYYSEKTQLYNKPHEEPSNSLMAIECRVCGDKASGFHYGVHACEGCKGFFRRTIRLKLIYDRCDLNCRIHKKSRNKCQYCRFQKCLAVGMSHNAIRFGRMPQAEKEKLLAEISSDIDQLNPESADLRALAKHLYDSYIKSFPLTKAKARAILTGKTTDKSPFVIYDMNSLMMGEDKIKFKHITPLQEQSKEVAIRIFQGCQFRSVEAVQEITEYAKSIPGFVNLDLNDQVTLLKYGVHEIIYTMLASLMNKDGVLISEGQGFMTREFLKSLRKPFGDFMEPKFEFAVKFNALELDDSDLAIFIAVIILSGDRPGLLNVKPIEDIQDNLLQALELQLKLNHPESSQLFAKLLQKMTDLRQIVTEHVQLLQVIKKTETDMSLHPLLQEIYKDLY
STAT1 blocker – STAT1 signaling inhibitors, primary screen, cell-based, HTS, luciferase reporter; NIH 3T3 STAT1-luciferase reporter, IFN-gamma, luminescence; inhibition, % at 5.5 µM; actives 0.35% (n = 200,000); AID 920, 2007;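 active = inhibition above a set limit, the mean inhibition across all tested compounds plus 3 SD, cut at about 34% in these data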;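 note: 0% = IFN-gamma with DMSO and 100% = IFN-gamma with 300 µM nifuroxazide; values of inactives mirror those of a sister screen read the other way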
ROMK primary – ROMK potassium channel modulators, primary screen, cell-based, thallium flux, MLSMR library; B-score at 10 µM; Tet-inducible ROMK, thallium flux fluorescence; actives lie on both sides; actives 2% (n = 130,000); ATP-sensitive inward rectifier potassium channel 1 (Homo sapiens), P48048; AID 1918, 2009;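 active = signal ratio slope over the read window, or its plate-corrected B-score, at least 3 SD from the plate mean, either direction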;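 note: B-score of the F/F0 ratio slope over 7 to 12 s after thallium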
TLR4 MyD88 comp – inhibitors of TLR4-MyD88 association in cells, primary screen, cell-based, HeLa CL3-4, BLA complementation, FRET ratio. Toll-like receptor 4 (Homo sapiens) + Myeloid differentiation primary response protein …. HeLa CL3-4 TLR4/MyD88 BLA complementation. inhibition, % at 8.4 µM. actives 0.18% (n = 200,000); in the data active = inhibition above about 25%;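 note: 0% = vehicle and 100% = reference inhibitor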
PPARg SRC-1 ag – PPARgamma agonists recruiting SRC-1 coactivator, primary screen, biochemical; Peroxisome proliferator-activated receptor gamma (Homo sapiens), P37231; PPARgamma-SRC-1 coactivator recruitment biochemical assay; activation, % at 8 µM; actives 0.41% (n = 200,000); AID 631, 2007; in the data active = activation above about 19%;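 note: 0% = DMSO and 100% = reference agonist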
S1P3 antag – S1P3 receptor antagonists, primary screen, cell-based; Sphingosine 1-phosphate receptor 3 (Homo sapiens), Q99500; CHO S1P3 NFAT-BLA reporter, FRET fluorescence, antagonist mode; inhibition, % at 4.98 µM; actives 0.27% (n = 170,000); AID 485, 2006;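 active = inhibition above the plate cutoff, the mean inhibition of test wells on that plate plus 3 SD, cut at about 28% in these data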;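 note: cells challenged with S1P at its EC80 of 0.8 µM; blue over green emission ratio from cleaved BLA substrate after 4 h stimulation; 0% = S1P-stimulated wells and 100% = unstimulated DMSO-only wells; some compounds past the cut are filed as inactive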
Target sequence (Q99500 whole entry, looked up): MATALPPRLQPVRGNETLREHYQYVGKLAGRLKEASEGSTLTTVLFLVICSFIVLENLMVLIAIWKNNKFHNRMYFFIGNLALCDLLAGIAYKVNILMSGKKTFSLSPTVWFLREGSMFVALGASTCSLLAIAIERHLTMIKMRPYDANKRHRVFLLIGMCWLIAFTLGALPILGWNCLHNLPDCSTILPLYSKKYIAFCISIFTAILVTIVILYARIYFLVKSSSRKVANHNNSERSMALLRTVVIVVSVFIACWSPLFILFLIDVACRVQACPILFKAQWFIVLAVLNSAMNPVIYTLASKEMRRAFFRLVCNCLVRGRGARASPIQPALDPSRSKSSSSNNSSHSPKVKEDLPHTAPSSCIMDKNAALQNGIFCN
STAT3 act – IL-6 driven STAT3 reporter potentiators, primary screen, U3A cells, luciferase, luminescence, MLSCN library; IL-6 STAT3-luciferase reporter; 100% = signal with IL-6 EC80 alone; activation (% of control), % at 5.6 µM; actives 0.91% (n = 190,000); AID 871, 2007;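 active = activation above the screen-wide mean of compound activation plus 3 SD, cut at about 130% in these data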;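 note: 0% = background luminescence of wells with medium and substrate only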
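Material: STAT3-luciferase reporter U3A cells; Probe or stimulus: IL-6 (33 ng/mL); Incubation: compound pre-incubation 1 h before IL-6, then 6 h stimulation at 37 °C; Technique: luminescence from STAT3-driven luciferase reporter; Evaluation: % activation versus median of IL-6-stimulated wells; Controls: IL-6-only high control.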
RAM inhibit – inhibitors of the yeast RAM network, primary screen, dse1pr::URA3 reporter, 5-FOA selection; S. cerevisiae dse1pr::URA3 reporter, 5-FOA growth OD615, 2 d; analog-sensitive cbk1-as2 kinase mutant strain; inhibition, % at 50 µM; actives 1.8% (n = 190,000); AID 868, 2007;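 active = inhibition above a set limit, 3 SD over mean compound inhibition, cut at about 8.4% in these data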;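 note: 0% = DMSO-only wells with no growth and 100% = 10 µM 1-NA-PP1 full growth; inhibition rescues growth on 5-FOA so higher OD means more RAM inhibition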
TR-FRET SRC-2 ct – TR-FRET signal artefacts, primary screen, artefact control for PPARgamma SRC-2 agonist project, biochemical | TR-FRET artefact counter-screen; active compounds read high | TR-FRET ratio at 8 µM | actives 0.4% (n = 200,000) | AID 1049, 2008; in the data active = TR-FRET ratio above about 2000; note: inactives centre near 1500
PPARg SRC-3 ag – PPARgamma agonists recruiting SRC-3 coactivator, primary screen, biochemical | Peroxisome proliferator-activated receptor gamma (Homo sapiens), P37231 | biochemical PPARgamma/SRC-3 coactivator recruitment assay | activation, % at 8 µM | actives 0.26% (n = 200,000) | AID 731, 2007; in the data active = activation above about 23%;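 note: 0% = DMSO and 100% = reference agonist; some compounds past the cut are filed as inactive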
Starred values were filed as active, the others as inactive; . = not tested or not shown.

SMILES | STAT3 blocker | PPARg SRC2 recr | STAT1 blocker | ROMK primary | TLR4 MyD88 comp | PPARg SRC-1 ag | S1P3 antag | STAT3 act | RAM inhibit | TR-FRET SRC-2 ct | PPARg SRC-3 ag
CCN1CCN(CCNC(=O)CCCCCn2c(=O)[nH]c3cc(C(=O)OC)ccc3c2=O)CC1 | 14 | 6 | -2 | 0.2 | -4 | -1 | . | 92 | 0.5 | 1595 | -2
CN(Cc1nc(-c2ccncc2)no1)S(=O)(=O)c1ccccc1 | 11 | 7 | 4 | . | -12 | 4 | -1 | 94 | -0.8 | 1542 | 4
Cc1cc(=O)oc2cc(OCC(=O)OCC(=O)Nc3ccccc3F)ccc12 | 12 | -1 | -2 | -0.78 | -7 | -2 | -6 | 96 | 1.9 | 1573 | 3
CCCCC(=O)N1CCCC(c2nc3c(nnn3Cc3cc(C)ccc3C)c(=O)[nH]2)C1 (stereo not drawn) | 3 | 4 | 1 | . | 13 | -1 | 15 | 102 | 1.9 | 1647 | 3
CCOc1ccc(NC(=O)CS(=O)(=O)c2cn(C)c3ccccc23)cc1 | 10 | 3 | 6 | . | -4 | 2 | . | 99 | 3.3 | 1493 | 1
CC(C)(C)c1ccc(Cn2ccc(-c3ccc4c(c3)OCO4)n2)cc1 | 10 | -7 | -5 | . | -8 | 4 | . | 100 | 7.8 | 1480 | -10
CC(C)C1Oc2ccccc2N(CC(=O)N(Cc2ccccn2)C2CC2)C1=O (stereo not drawn) | 2 | 1 | -3 | -1.5 | 9 | -6 | . | 101 | 1.5 | 1487 | 9
CCOC(=O)CC(=O)CSc1ccc2nnc(-c3ccc(C)cc3)n2n1 | -13 | -8 | 2 | 0.21 | -5 | -2 | 19 | 115 | 0.8 | 1401 | -5
Cc1cccc(Cn2c(N3CCN(c4ccccc4)CC3)nc3c2c(=O)n(C)c(=O)n3C)c1 | 14 | 5 | 0 | . | 2 | 4 | -23 | 96 | 0.1 | 1627 | 6
COC(=O)[C@@]1(Cc2ccc(F)cc2)[C@H]2c3cc(C(=O)N(C)C)n(Cc4ccc(OC(F)(F)F)cc4)c3C[C@H]2CN1C(=O)c1ccccc1 | -4 | 5 | 11 | -1.9 | 3 | 0 | 1 | 101 | 6.7 | 1475 | 5
CCC(=O)Oc1ccc(C(=O)Nc2cccc(C(=O)c3ccccc3)c2)cc1 | 9 | 5 | 12 | . | -5 | -1 | . | 101 | 12* | 1530 | 0
CCOC(=O)C1CCN(C(=O)c2ccc(N(C)S(=O)(=O)c3ccc(OC)cc3)cc2)CC1 | 8 | -2 | 7 | 0.62 | -11 | -5 | -1 | 97 | 0.8 | 1439 | 1
Fc1ccc(-c2csc3ncnc(Cl)c23)cc1 | 2 | 5 | 9 | -0.064 | 10 | -1 | -9 | 97 | 1.8 | 1557 | 7
COc1cc(NC(=S)NCc2cccnc2)c(OC)cc1Cl | 7 | 7 | 4 | 0.11 | -12 | -5 | -19 | 102 | 1.8 | 1528 | 1
CN1CCN(C(=O)NC2CCCCC2)CC1 | 0 | -8 | 1 | . | -3 | -2 | . | 104 | 0.2 | 1273 | 2
Nc1nonc1C(=O)NCCc1ccccc1 | 20 | -5 | -4 | . | 8 | -2 | -17 | 90 | -0.1 | 1319 | -6
COCCN(C(=O)Cc1cccs1)C(C(=O)NC1CCCC1)c1cc(OC)c(OC)c(OC)c1 (stereo not drawn) | 1 | 9 | -1 | . | -8 | 2 | 1 | 101 | 0.5 | 1622 | 3
O=C(OCC(=O)N1CCN(c2ccccc2)CC1)c1ccco1 | 4 | 1 | 11 | . | -2 | 3 | -5 | 100 | 2.0 | 1495 | -9
COCC(=O)n1nc(-c2ccccc2)nc1NCc1cccs1 | 8 | 2 | -25 | -1.1 | -9 | 2 | -2 | 95 | 2.5 | 1463 | 0
Clc1ccc(Cn2ncc3c(NCc4ccccc4)ncnc32)cc1 | 3 | -5 | -3 | 1.3 | 0 | -8 | . | 102 | -0.2 | 1379 | 2
Cc1ccc(-c2noc(-c3ccoc3C)n2)cc1 | -43 | -7 | -59 | 0.47 | 4 | 5 | -9 | 138* | -0.1 | 1449 | 0
Cc1[nH]n(-c2ccc([N+](=O)[O-])cc2)c(=O)c1C=NCCN1CCN(C(=O)c2ccc(F)cc2)CC1 | -4 | 7 | -2 | 1.5 | -2 | -1 | . | 110 | 0.9 | 1645 | 10
O=C(Nc1ccccc1F)c1ccn[nH]1 | 6 | 11 | -9 | 0.0021 | 0 | 13 | -17 | 96 | 2.0 | 1827 | 4
O=C(C1CC(c2ccccc2O)=NO1)N1CCCCC1 (stereo not drawn) | -16 | 5 | -15 | 0.09 | -14 | 2 | . | 114 | -0.5 | 1651 | -1
O=[N+]([O-])c1ccc(-c2cnc(NO)nc2)cc1 | 13 | -3 | -3 | . | -1 | 4 | -11 | 91 | 2.5 | 1500 | -1
CCCOc1ccc(N2C(=O)CC(S/C(N)=N/N=C(\C)c3cccs3)C2=O)cc1 (stereo not drawn) | 4 | 3 | 5 | 0.6 | 0 | 11 | . | 103 | 0.8 | 1579 | 7
Cc1ccc(NC(=S)NC2CCN(Cc3ccccc3)CC2)c(C)c1 | 8 | -2 | 1 | . | -1 | -3 | 5 | 95 | 1.1 | 1533 | 2
O=C(NNC1CC(=O)N(c2ccc3c(c2)OCCO3)C1=O)c1ccccc1 (stereo not drawn) | 14 | 8 | 3 | . | 8 | 6 | . | 97 | -0.8 | 1762 | -6
COc1cccc(C2N(c3ccc(Cl)c(Cl)c3)C(=O)C3CCCN32)c1OC (stereo not drawn) | 6 | 0 | 0 | . | 3 | -2 | 19 | 98 | 0.1 | 1557 | -2
CCS(=O)(=O)n1nc(-c2ccc(OC)cc2)nc1N | 13 | 4 | -15 | 0.095 | 1 | -3 | -7 | 96 | 0.9 | 1613 | -1
CC(C)N(C(=O)CSc1nnc(-c2ccc3c(c2)OCO3)n1C)C(C)C | -1 | 10 | -11 | . | -1 | 6 | -23 | 103 | 0.0 | 1690 | 5
CCOc1cc(/C=C2\SC(=Nc3ccc(F)cc3)N(c3ccc(F)cc3)C2=O)ccc1OCC(=O)O | 7 | -4 | 2 | 1.9 | 1 | 1 | -7 | 96 | 5.8 | 1475 | 0
Cc1ccc(-c2nc3ccccc3s2)cc1NC(=O)c1cc(-n2cnnc2)ccc1Cl | 12 | -3 | -18 | -0.98 | -8 | 2 | . | 95 | 5.3 | 1383 | 3
O=C(NCCCN1CCOCC1)c1cc2cc(Br)ccc2oc1=O | 0 | -9 | 3 | 0.49 | -3 | 8 | 15 | 104 | 2.3 | 1479 | 0
Cc1ccccc1CN(c1ccc(C(=O)N2CCCC2)cc1)S(C)(=O)=O | 3 | 0 | 2 | . | -7 | 0 | 5 | 100 | 0.9 | 1440 | -9
CC(=O)Nc1ccc(S(=O)(=O)NCc2ccc(C(=O)NCc3ccc4c(c3)OCO4)cc2)cc1 | -4 | 7 | -1 | . | 6 | -4 | -40 | 106 | 2.2 | 1590 | 12
OCCC1CN(Cc2ccc3nsnc3c2)CCN1C1CCCC1 (stereo not drawn) | 4 | 11 | 1 | -0.21 | -1 | 9 | 4 | 100 | 2.0 | 1520 | 5
CSCc1nc2sc(C(=O)Nc3nc(C)cs3)c(C)c2c(=O)[nH]1 | -17 | 13 | -26 | 1.6 | -4 | 2 | -15 | 116 | 4.2 | 1631 | 2
Cc1cc(Nc2cccc(Cl)c2)nc(N2CCOCC2)n1 | 4 | 2 | 0 | 0.32 | 8 | 14 | 11 | 100 | 1.9 | 1513 | 7
O=C(CSc1nccn1-c1ccc(F)cc1)NCc1ccc2c(c1)OCO2 | -9 | 12 | 2 | . | -12 | 12 | 5 | 108 | 1.1 | 1457 | 11
COc1ccc(-c2noc(-c3ccoc3C)n2)cc1OC | 14 | 10 | -46 | 0.0028 | 3 | -2 | -11 | 93 | 4.7 | 1757 | 6
CCn1c(SCC(=O)N2CCCc3ccccc32)nc2ccccc2c1=O | 3 | 5 | -1 | . | -2 | 9 | 5 | 101 | 2.8 | 1697 | 11
COc1ccc(C2CC(=O)N3CN(c4ccccc4F)CSC3=C2C#N)cc1OC (stereo not drawn) | 10 | 4 | 2 | . | 1 | 13 | -34 | 99 | -0.6 | 1590 | 3
Cc1cc(C)n(-c2nc3ccccc3n3c(C)nnc23)n1 | 0 | 2 | 0 | . | 5 | -5 | -13 | 101 | 3.1 | 1559 | -5
CC(=O)Nc1cccc(-c2nc3ccc(NC(C)=O)cc3[nH]2)c1 | 6 | -8 | 10 | 1.1 | -3 | 1 | -29 | 97 | 0.3 | 1562 | 16
COc1ccc(N2C(=O)C(OC(C)=O)C2c2ccc(C)cc2)cc1 (stereo not drawn) | -6 | 4 | 5 | 1.2 | -4 | 1 | -24 | 104 | 3.4 | 1568 | 5
CCOC(=O)c1nnn(-c2nonc2N)c1-c1ccc(OCC)cc1 | 1 | -2 | 4 | 0.082 | 4 | -2 | 7 | 102 | 0.2 | 1562 | 0
c1coc(-c2nnc(SCc3cn4ccccc4n3)o2)c1 | 10 | 7 | -5 | . | -2 | 1 | -30 | 95 | 1.2 | 1491 | -5
O=C(c1cc(-c2cccs2)on1)N1CCc2ccccc2C1 | 20 | -2 | -2 | . | 0 | 2 | -13 | 85 | 1.3 | 1502 | -1
Cc1cc(C(=O)N/N=C/c2ccc(Cl)c([N+](=O)[O-])c2)c(C)n1-c1ccc(F)cc1 | -2 | -3 | 4 | 0.071 | 16 | -1 | -2 | 102 | 3.4 | 1460 | 5
COc1ccccc1CCNC(=O)CSc1ccc(-c2ccco2)nn1 | -10 | 0 | 1 | -0.73 | 12 | 4 | 6 | 113 | 2.3 | 1658 | 9
CSc1n[nH]c(NCc2ccc(Cl)cc2)n1 | -5 | 5 | -4 | . | 4 | 4 | . | 106 | 0.9 | 1347 | -7
